# Dicer processing = inhibitors of Dicer pre-microRNA processing, primary screen, biochemical, cat-ELCCA, chemiluminescence; 47,000 compounds, 6% hits; cat-ELCCA pre-miR-21 Dicer processing; hits give high values; AID 1347074, 2019; Endoribonuclease Dicer (Homo sapiens), Q9UPY3; z-score at 25 µM; in the data active means z-score above about 3, passing the limit was not always enough;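 further: plate controls were vehicle for no effect and no enzyme for full effect; higher signal means more uncleaved substrate so more Dicer inhibition; strong numbers were not always called active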
# The depositor's hits bear a star. This is a subset; rates above refer to the full screens.
molecule	Dicer processing
COc1ccc(C2Nc3ccccc3NC3=C2C(=O)CC(c2cccs2)C3)cc1Br (stereo not drawn)	-0.98
Cc1cc(C)cc(N2C(=O)CC(n3ccnc3)C2=O)c1 (stereo not drawn)	-0.67
CCCCCC1CC(CC(=O)O)C(=O)O1 (stereo not drawn)	1.9
O=C(NCCCNC(=O)c1cnccn1)c1cnccn1	0.1
O=C(CSc1nnnn1-c1ccccc1)Nc1nc(-c2ccccc2)ns1	0.73
CCc1nc2ccc(Oc3ccc4nc(CC)[nH]c4c3)cc2[nH]1	-1.66
C/C(O)=C(\N=O)C(=O)Nc1ccccc1	-0.95
COc1cc(N=Cc2cc(Cl)cc(Cl)c2OS(=O)(=O)c2ccc(C)cc2)c(OC)cc1Cl	0.34
Cc1ccc(Sc2cc(C)c(C)cc2N)c(C)c1	-0.22
Cc1ccc(OCCN2C(=O)C(=O)c3cc(C)ccc32)cc1	3.13*
CC(C(=O)c1ccc(-c2ccccc2F)cc1)N1CCN(c2ccc(C(F)(F)F)cn2)CC1 (stereo not drawn)	-1.27
O=S(=O)(Nc1nc(-c2ccc(F)c(F)c2)cs1)c1cccs1	-1.34
Cc1csc(C(=O)O/N=C(\N)c2ccc(Cl)cc2)c1Cl	-0.67
CCOC(=O)CSc1nc(NC)c2c3c(sc2n1)CCCC3	3.17*
CN(C)/C=N/S(=O)(=O)c1ccc(Cl)c(Cl)c1	0.68
CCNC(=S)Nc1ccc(NC(=O)c2ccccc2O)cc1	0.54
Cn1c(=O)c2c(nc(SCC(=O)Nc3ccccc3)n2C)n(C)c1=O	-0.21
Cc1oc(C(C)(C)C)cc1C(=O)C(C#N)=C1SCCS1	-3.49
CN(C)CCNc1ncnc2c1sc1nc3c(cc12)COC(C)(C)C3	0.01
CC(C)(C)c1cc(-c2nnc(C3CC3)o2)n(Cc2ccc(F)cc2)n1	0.38
COc1ccc2c(c1)CCC(/C=N/O)=C2Cl	-0.03
O=C1C=C(NCc2ccncc2)CC(c2ccccc2)C1 (stereo not drawn)	1.75
Cc1ccc(N/N=C2/CCCNC2=O)cc1	-0.12
Cc1ccc(S(=O)(=O)NC2CCCCC2)cc1-c1nnc2c3ccccc3c(C)nn12	0.08
COC(=O)c1cc(=O)nc2n1C1O[C@H](CO)C(O)[C@H]1O2 (stereo partly drawn)	-0.36
Cc1ccc(/C(O)=C2/C(=O)C(=O)N(CC(C)O)C2c2cccc(F)c2)cc1 (stereo not drawn)	-1.07
N#Cc1c(NC(=O)c2ccco2)sc2c1CCCCC2	2.56
O=c1c(=O)n2c(nn1Cc1ccccc1Cl)sc1ccccc12	-1.29
O=C1CC(c2ccc(Cl)cc2)Cc2nc(N3CCc4ccccc43)ncc21 (stereo not drawn)	1.38
Cc1ccc(C(O)CSc2nnc(-c3ccc4ccccc4c3)n2C)cc1 (stereo not drawn)	-1.2
Fc1ccc(NC(=S)Nc2ccccc2)cc1	-0.31
O=C1CC(c2cccs2)CC2=C1C(c1ccc(Cl)c(F)c1)Nc1ccccc1N2 (stereo not drawn)	4.24*
COC(=O)C(CC(C)C)NC(=O)N1CCOCC1 (stereo not drawn)	-0.39
CCOC(=O)CNC(=O)CSc1nnc(SCC(=O)NCC(=O)OCC)s1	0
Oc1ccc2ncccc2c1C(Nc1ccccn1)c1ccccc1 (stereo not drawn)	0.25
COc1ccccc1-c1coc2cc(OC(=O)c3cccs3)ccc2c1=O	12.4
Cc1cccc(NC(=O)N2CCCC2c2cccnc2)c1 (stereo not drawn)	0.39
Oc1ccccc1/C=N/Nc1cccc(C(F)(F)F)c1	1.69
O=C(Nc1ccc(F)c(Cl)c1)c1cc2n(n1)C(C(F)(F)F)CC(c1cccs1)N2 (stereo not drawn)	-0.44
CN1C2CCC1CC(NC(=O)Nc1ccc(F)cc1F)C2 (stereo not drawn)	-0.02
COC(=O)c1sc(NC(C)=O)nc1C	-0.11
CCOC(=O)C(=NNc1ccc(OC)cc1[N+](=O)[O-])C(=O)OCC	-0.83
CCOc1ccc(C2C(C(=O)OC(C)C)=C(C)NC3=C2C(=O)CCC3)cc1 (stereo not drawn)	-0.56
COC(=O)Cn1nnc2sc3c(c2c1=O)CCCC3	1.01
CCOC(=O)c1sc2ncn3c(-c4cccc(C)c4)nnc3c2c1C	-0.86
c1ccc(CN(Cc2ccccc2)c2ncnc3c2cnn3-c2ccccc2)cc1	0.7
c1ccc2c(c1)CCC/C2=N\NC1=NCCN1	0.96
CN1C(=O)c2cccc3cccc(c23)S12OC(=O)c1ccccc12 (stereo not drawn)	-1.44
CC1(C)CC(=O)C(C2c3ccccc3Oc3ccccc32)C(=O)C1	-0.24
O=C(Nc1ccc2oc(-c3cccc(Cl)c3)nc2c1)c1ccc([N+](=O)[O-])o1	7.04
O=C(O)c1ccc(C(F)(F)F)cc1C(F)(F)F	1.14
CN1C(=O)CN(C2CCCCC2)C(=O)c2ccccc21	2.52
CC(C)(C)OC(=O)c1cccc(NC(=O)Nc2ccccc2)c1	-0.67
CC(=O)Nc1ccc(S(=O)(=O)Nc2ccc(-c3csc(C)n3)cc2)cc1Cl	-0.43
Cc1ccc(-c2c3c(=O)n(C)c(=O)n(C)c3cn2-c2cc(C)c(C)cc2N)cc1	-0.04
O=C(Nc1ccc(OCc2ccccc2)cc1)Nc1ccccc1C(=O)NCCCN1CCOCC1	-0.86
Cc1cc2n(n1)C(c1sccc1C)Nc1c(C)cccc1-2 (stereo not drawn)	0.5
Cc1nn2c3c(cnc2c1-c1ccc(Cl)cc1)C(=O)CC(c1ccccc1)C3 (stereo not drawn)	-0.17
CC[C@H]1OC(=O)[C@H](C)[C@@H](O[C@H]2C[C@@](C)(OC)[C@@H](O)[C@H](C)O2)[C@H](C)[C@@H](O[C@@H]2O[C@H](C)C[C@H](N(C)C)[C@H]2O)[C@](C)(O)C[C@@H](C)[C@@H]2N[C@@H](COCCOC)O[C@H]([C@H]2C)[C@]1(C)O	-1.79
Cn1c(=O)[nH]c(=O)c2c1nc(NCCCO)n2Cc1ccc(F)cc1	0.68

# New compounds follow
molecule	Dicer processing
CC(C)(C)OC(=O)N[C@@H](Cc1ccccc1)c1n[nH]c(=S)n1CC1CCCO1 (stereo partly drawn)	-0.18
CCOC(=O)Nc1nc2ccc(C)cc2s1	0.79
Cc1[nH]c2ccc(C(C)C)cc2c1CC(=O)O	2.66
C#C[C@]1(OC(C)=O)CC[C@H]2[C@@H]3CCC4=C[C@@H](OC(C)=O)CC[C@@H]4[C@H]3CC[C@@]21C	0.4
O=C(CSc1nc2ccccc2s1)N1CCc2c([nH]c3ccccc23)C1C(F)(F)F (stereo not drawn)	-1.79
CCCc1c(C)[nH]c2[nH]n(-c3ccccc3)c(=O)c2c1=O	-5.2
N#Cc1c(N2C(=O)C3CC=C(Cl)CC3C2=O)sc2c1CCCC2 (stereo not drawn)	1.28
CCOC(=O)c1c(NC(C)=O)sc2c(O)c(Sc3ccccc3)ccc12	4.11*
CCN(CC)C(=O)Sc1nc2cc(Cl)ccc2s1	0.72
CCOC(=O)NC(=S)NCCC1CCNCC1	1.37
Cn1c(=O)c2c(nc(N3CCCCC3)n2Cc2ccccc2F)n(C)c1=O	1.68
O=c1[nH]c2ccccc2c(O)c1C=Nc1ccccc1	1.72
N=C1C(c2nc3ccccc3s2)=C(O)CN1Cc1ccccc1	0.75
c1cncc(C(N2CCOCC2)N2CCOCC2)c1	0.09
CN(NC(=O)CSCC(=O)O)c1cc(C(F)(F)F)ccn1	-2.51
Cc1ccc2oc(=O)n(CCC(=O)NNC(=O)c3nc(-c4cccs4)no3)c2c1	-0.94
C=CCn1c2ccccc2c2nnc(SCC(=O)Nc3cc(C)on3)nc21	0.28
O=C(Nc1c(Cl)cccc1Cl)Oc1ccc(F)cc1Cl	-1.05
CN(C)C=Nc1cc(Cl)c(-n2cccc2)cc1Oc1ccc(Cl)cc1	0.3
CCn1c2ccccc2c2cc(C3C(C(=O)OCCOC)=C(C)NC4=C3C(=O)CCC4)ccc21 (stereo not drawn)	3.6*
O=C(O)CSc1nnc2n(Cc3ccccc3)c3ccccc3n12	-0.18
C=CCNC(=O)c1sc(=S)n(CC)c1N	0.79
CCOC(=O)C1(C)Oc2cc(Cl)ccc2NC1=O (stereo not drawn)	-0.78
Cc1c(C)c(C)c(S(=O)(=O)Nc2cc(Cl)cc(Cl)c2)c(C)c1C	0.7
O=C(Cn1c(=O)oc2ccccc21)Nc1nnc(SCc2ccccc2Cl)s1	0.82
CCOC(=O)C1CCCN(C(=O)S(=O)(=O)c2ccc(-c3csc(C)n3)s2)C1 (stereo not drawn)	-0.22
CCCCN1Cc2c(nc3cc(-c4ccccc4)[nH]n3c2=O)C1=O	1.34
Cn1c(=O)c2c(nc(NC3CCCCC3)n2Cc2ccccc2)n(C)c1=O	3.63*
O=C1c2ccccc2C(=O)N1CN(Cc1ccc2c(c1)OCO2)CN1C(=O)c2ccccc2C1=O	-1.18
COc1ccccc1-c1coc2cc(OCC(=O)OCC(C)C)ccc2c1=O	0.02

# Fetched by structure from the entries so far:
molecule	Dicer processing
C/C(O)=C(\N=O)C(=O)Nc1ccccc1	-0.95
CCc1nc2ccc(Oc3ccc4nc(CC)[nH]c4c3)cc2[nH]1	-1.66
Cn1c(=O)c2c(nc(SCC(=O)Nc3ccccc3)n2C)n(C)c1=O	-0.21
CCOC(=O)C1(C)Oc2cc(Cl)ccc2NC1=O (stereo not drawn)	-0.78
c1ccc2c(c1)CCC/C2=N\NC1=NCCN1	0.96
COC(=O)Cn1nnc2sc3c(c2c1=O)CCCC3	1.01
CCCCN1Cc2c(nc3cc(-c4ccccc4)[nH]n3c2=O)C1=O	1.34

# Additional entries
molecule	Dicer processing
CCOC(=O)C1=C(C)Nc2nnnn2C1c1ccc(OC)cc1 (stereo not drawn)	0.47
Cc1cc(C)cc(OCc2nc(-c3ccc(-n4cccc4)cc3)no2)c1	-1.11
COc1ccc(-c2nc(Nc3nc4ccccc4o3)ncc2C#N)cc1	1.89
FC(F)(F)c1cc(-c2nccs2)nc2cc(C3CC3)nn12	0.3
CCOC(=O)c1nn(-c2ccc(Cl)cc2)c(=N)c(C#N)c1C	-2.89
O=S(=O)(c1ccc(F)cc1)N1CCN(c2ccc(F)cc2)CC1	2.36
C=CCN1C(C(=O)c2ccccc2)=C(OC(=O)CN2C(=O)CCC2=O)c2ccccc2S1(=O)=O	-0.81
N/C(=N\C(=S)Nc1ccccc1)N1CCOCC1	-1.4
Cc1cc(NC(=O)CN2C(=O)CN(c3ccc(Br)cc3)C2=O)no1	-0.01
CCOC(=O)c1cnc(Nc2nc3ccccc3o2)nc1C	2.66
Cn1c(NCCCCCO)nc2c1c(=O)n(Cc1ccc(Cl)cc1Cl)c(=O)n2C	9.64
O=c1c(-c2ccc(Cl)cc2)c(C(F)(F)F)oc2cc(O)ccc12	1.89
Fc1ccc(C2=Nn3c(nnc3-c3cc(Cl)cc(Cl)c3)SC2)cc1F	2.51
Oc1ccc(NCc2cccc(Br)c2)cc1	-1.19
CCn1c(C)[n+](CC(O)COc2ccccc2OC)c2ccccc21 (stereo not drawn)	2.54
CSc1nc(-c2ccccn2)nc(N)c1C#N	0.64
CSc1nsc(SCC(=O)OC2CC3CCC2(C)C3(C)C)n1 (stereo not drawn)	-1.32
Cc1ccc(-n2nc(C)c3c(C(F)(F)F)cc(-c4ccncc4)nc32)cc1	0.87
COc1ccc(CCN2C(=O)CSC2c2ccc(OC)c(OC)c2)cc1OC (stereo not drawn)	-0.47
COc1ccc(NC(=O)CC2C(=O)NCCN2C(=O)Nc2ccc(OCc3ccccc3)cc2)cc1 (stereo not drawn)	1.66
COc1ccccc1C1C(C#N)=C(N)Oc2n[nH]c(C)c21 (stereo not drawn)	-6.06
CCOC(=O)c1sc(-c2ccc(Cl)cc2)nc1O	1.71
CC(C)Nc1nc(NC(C)C)nc(Oc2ccc(=O)[nH]n2)n1	-0.82
CC(=O)Nc1nc(C)c(Oc2ccc(Cl)cc2)c(=O)[nH]1	-1.08
COCCN1C(=O)C(=O)/C(=C(/O)c2ccccc2)C1c1ccc(OC)cc1OC (stereo not drawn)	-3.17
Cc1nc(-c2ccc(Oc3ncc(C(F)(F)F)cc3Cl)cc2)no1	-0.42
CC1=C(C(N)=O)C(c2ccccc2F)n2nnnc2N1 (stereo not drawn)	1.09
Cc1ccc2c(c1)-c1cc(C)nn1C(c1ccsc1)N2 (stereo not drawn)	0.4
O=S(=O)(CCSc1nccc(-c2cccs2)n1)c1ccc(F)cc1	0.76
O=c1oc(-c2ccco2)nc2sc3c(c12)CCCC3	0.88

# Part of the list above, with each value named:
COc1ccc(NC(=O)CC2C(=O)NCCN2C(=O)Nc2ccc(OCc3ccccc3)cc2)cc1 (stereo not drawn)
  Dicer processing = 1.66
COc1ccccc1C1C(C#N)=C(N)Oc2n[nH]c(C)c21 (stereo not drawn)
  Dicer processing = -6.06

# Remaining list, next part
molecule	Dicer processing
CCOC(=O)c1c(Cl)c(C(C)(C)C)nc(Sc2ccccn2)c1C#N	2.03
Clc1ccc(C2CC(c3ccccc3)=NN2c2ccccc2)cc1 (stereo not drawn)	0.7
CCOCCOC(=O)C1=C(C)NC2=C(C(=O)CCC2)C1c1cccc(O)c1 (stereo not drawn)	-0.32
Cc1oc2c(CN3CCC(C)CC3)c(O)ccc2c(=O)c1-c1nc2ccccc2s1	-0.6
Cc1cccc(OCC(O)Cn2c(C)nc3ccccc32)c1 (stereo not drawn)	-1.07
O=C(OCC1CC(c2ccccc2)=NO1)c1ccc(Cl)cc1 (stereo not drawn)	-1.05
Cc1c(C)c(C)c(S(=O)(=O)Nc2ccccc2N)c(C)c1C	13.1*
CCOC(=O)/C(C#N)=C/Nc1cc(C)ccn1	-0.37
COc1ccc(CCNc2ncnc3sc4c(c23)CCC(C)C4)cc1OC (stereo not drawn)	-0.25

# Screening results as filed in PubChem BioAssay.
